Bioassay records from PubChem.
T cruzi intra = intracellular Trypanosoma cruzi inhibition; intracellular Trypanosoma cruzi in host cells, plate reader; activity score (inhibition), % at 5.01 µM; 4.9% of 22,000 active; in the data active means activity score above about 55%;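 further: parasites and compound incubated about four days before reading; 0% = median of neutral control wells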
INS-1E rescue = preserves ATP levels in cytokine-treated INS-1E cells; protection from cytokine-induced ATP loss, % at 10 µM; 0.1% of 20,000 active; INS-1E cytokine-induced death, ATP luminescence, 48 h; normalised: neutral wells 0, positive control 100;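 active means mean replicate protection from cytokine-induced ATP loss at least 50% and at least 75% of replicates each reaching 50%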
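Assay system: INS-1E rat insulinoma cells. Amount: 8000 cells per well. Medium: phenol-red-free RPMI with 5% fetal bovine serum. Reagent: IL-1β, TNF-α and IFN-γ cytokine mix. Doses: one compound concentration, pin transfer. Schedule: 48 h co-treatment, 10 min post-lysis read. Detection: CellTiter-Glo luminescence measuring cellular ATP.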
Numbers without * were called inactive; nt = not tested or not shown.

SMILES	T cruzi intra	INS-1E rescue
C[C@H](CO)N1C[C@H](C)[C@H](CN(C)C(=O)Nc2ccccc2)Oc2ccc(NS(=O)(=O)c3ccc(Cl)cc3)cc2CC1=O	-5	4
C[C@H]1CN([C@@H](C)CO)C(=O)c2cccc(NC(=O)c3ccncc3)c2O[C@H]1CN(C)Cc1ccc(-c2ccccc2)cc1	72*	-10
CC(C)NC(=O)Nc1ccc2c(c1)C(=O)N([C@H](C)CO)C[C@@H](C)[C@H](CN(C)C(=O)Nc1cccc3ccccc13)O2	-10	2
COc1ccc(S(=O)(=O)N(C)C[C@@H]2Oc3c(NC(=O)c4cc(C)nn4C)cccc3C(=O)N([C@H](C)CO)C[C@@H]2C)cc1	-22	9
CC(C)NC(=O)N(C)C[C@@H]1Oc2ccc(NC(=O)CCN3CCOCC3)cc2C(=O)N([C@H](C)CO)C[C@H]1C	-26	9
C[C@@H]1CN([C@H](C)CO)C(=O)c2cc(NC(=O)Nc3ccc(F)cc3)ccc2O[C@@H]1CN(C)Cc1ccncc1	5	3
Cc1ccc(S(=O)(=O)N(C)C[C@@H]2Oc3ccc(NC(=O)Nc4cccc5ccccc45)cc3C(=O)N([C@H](C)CO)C[C@H]2C)cc1	22	-11
CC(C)NC(=O)N(C)C[C@@H]1Oc2ccc(NC(=O)C3CC3)cc2C(=O)N([C@H](C)CO)C[C@@H]1C	-2	4
COc1ccc(NC(=O)Nc2cccc3c2O[C@@H](CN(C)Cc2ccc(C(=O)O)cc2)[C@H](C)CN([C@H](C)CO)C3=O)cc1	-18	3
C[C@H]1CN([C@@H](C)CO)C(=O)c2cc(NC(=O)CCCN(C)C)ccc2O[C@@H]1CN(C)S(C)(=O)=O	-9	0
C[C@H](CO)N1C[C@H](C)[C@@H](CN(C)S(=O)(=O)c2ccccc2)OCc2cn(nn2)CCCC1=O	-20	nt
COc1ccc(CN(C)C[C@@H]2Oc3ccc(NC(=O)C4CC4)cc3CC(=O)N([C@H](C)CO)C[C@@H]2C)cc1	41	-5
CC(C)COC(=O)N(C)C[C@H]1OCc2cn(nn2)CCCC(=O)N([C@H](C)CO)C[C@@H]1C	-21	nt
C[C@@H]1CN([C@H](C)CO)C(=O)c2cccc(NC(=O)C3CC3)c2O[C@@H]1CN(C)C(=O)Nc1ccccc1	-23	2
CCCCN(CCCC)c1ccc(/C=N/NC(=O)CCCCC(=O)NO)cc1	37	7

Filtered by structure: the entries above containing sulfur (5)
SMILES	T cruzi intra	INS-1E rescue
C[C@H](CO)N1C[C@H](C)[C@H](CN(C)C(=O)Nc2ccccc2)Oc2ccc(NS(=O)(=O)c3ccc(Cl)cc3)cc2CC1=O	-5	4
COc1ccc(S(=O)(=O)N(C)C[C@@H]2Oc3c(NC(=O)c4cc(C)nn4C)cccc3C(=O)N([C@H](C)CO)C[C@@H]2C)cc1	-22	9
Cc1ccc(S(=O)(=O)N(C)C[C@@H]2Oc3ccc(NC(=O)Nc4cccc5ccccc45)cc3C(=O)N([C@H](C)CO)C[C@H]2C)cc1	22	-11
C[C@H]1CN([C@@H](C)CO)C(=O)c2cc(NC(=O)CCCN(C)C)ccc2O[C@@H]1CN(C)S(C)(=O)=O	-9	0
C[C@H](CO)N1C[C@H](C)[C@@H](CN(C)S(=O)(=O)c2ccccc2)OCc2cn(nn2)CCCC1=O	-20	nt

Next structures.
SMILES	T cruzi intra	INS-1E rescue
C[C@@H]1CN([C@H](C)CO)C(=O)c2cccc(NC(=O)c3cnccn3)c2O[C@@H]1CN(C)Cc1ccc(C(F)(F)F)cc1	-3	-12
C[C@H]1CN([C@@H](C)CO)C(=O)Cc2cc(NS(=O)(=O)c3cn(C)cn3)ccc2O[C@H]1CN(C)Cc1ccncc1	-8	4
C[C@H](CO)N1C[C@H](C)[C@@H](CN(C)C(=O)Nc2ccc3c(c2)OCO3)Oc2ccc(NC(=O)Cc3ccccc3)cc2C1=O	-1	3
CC(C)NC(=O)Nc1ccc2c(c1)C(=O)N([C@H](C)CO)C[C@@H](C)[C@H](CN(C)C(=O)Nc1ccccc1)O2	4	10
C[C@@H]1CN([C@H](C)CO)C(=O)c2cccc(NC(=O)c3nc4ccccc4s3)c2O[C@@H]1CN(C)C(=O)Nc1ccc2c(c1)OCO2	26	-5
C[C@@H]1CN([C@H](C)CO)C(=O)Cc2cc(NC(=O)CCC(F)(F)F)ccc2O[C@H]1CN(C)CC1CCCCC1	-13	-3
C[C@H](CO)N1C[C@H](C)[C@H](CN(C)C)Oc2ccc(NC(=O)C3CCCCC3)cc2C1=O	-10	-2
CC1(C)COC(CCC/C=N/NC(=O)CCCCC(=O)NO)OC1	-12	9
CC(C)NC(=O)N(C)C[C@@H]1OCc2cn(nn2)CCCC(=O)N([C@@H](C)CO)C[C@H]1C	-29	nt
NC(=O)COc1ccc(/C=N/NC(=O)CCCCC(=O)NO)cc1	-4	4
C[C@H](CO)N1C[C@H](C)[C@H](CN(C)C(=O)Nc2ccc(C(F)(F)F)cc2)Oc2c(NC(=O)Nc3ccc(F)cc3)cccc2C1=O	11	-74
Cc1noc(C)c1NC(=O)Nc1ccc2c(c1)C(=O)N([C@H](C)CO)C[C@@H](C)[C@H](CN(C)S(C)(=O)=O)O2	-16	8

Copied from the list.
CC(C)NC(=O)N(C)C[C@@H]1OCc2cn(nn2)CCCC(=O)N([C@@H](C)CO)C[C@H]1C in T cruzi intra is entered as -29
C[C@@H]1CN([C@H](C)CO)C(=O)c2cccc(NC(=O)c3nc4ccccc4s3)c2O[C@@H]1CN(C)C(=O)Nc1ccc2c(c1)OCO2 in T cruzi intra is entered as 26

2 of these compounds in a different format.
> C[C@H]1CN([C@@H](C)CO)C(=O)c2cccc(NC(=O)c3ccncc3)c2O[C@H]1CN(C)Cc1ccc(-c2ccccc2)cc1
  T cruzi intra: 72*
  INS-1E rescue: -10
> CC(C)NC(=O)Nc1ccc2c(c1)C(=O)N([C@H](C)CO)C[C@@H](C)[C@H](CN(C)C(=O)Nc1cccc3ccccc13)O2
  T cruzi intra: -10
  INS-1E rescue: 2
